E-selectin induc: E-selectin induction in HUVECs, primary screen, imaging, HUVEC, immunofluorescence imaging, single point; normalized: neutral wells 0, TNF-alpha wells 100; activation, % at 7.58 µM; actives 0.37% (n = 260,000); AID 686992, 2013;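 active = mean E-selectin-positive cell signal at least 10% of the positive control, reached in at least 60% of replicates, without over 20% cell loss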;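 note: in these data hits start at about 27%; measured in HUVEC primary endothelial cells; signal is the percent of cells scored E-selectin positive by PE staining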
Target sequence (P16581 whole entry, looked up): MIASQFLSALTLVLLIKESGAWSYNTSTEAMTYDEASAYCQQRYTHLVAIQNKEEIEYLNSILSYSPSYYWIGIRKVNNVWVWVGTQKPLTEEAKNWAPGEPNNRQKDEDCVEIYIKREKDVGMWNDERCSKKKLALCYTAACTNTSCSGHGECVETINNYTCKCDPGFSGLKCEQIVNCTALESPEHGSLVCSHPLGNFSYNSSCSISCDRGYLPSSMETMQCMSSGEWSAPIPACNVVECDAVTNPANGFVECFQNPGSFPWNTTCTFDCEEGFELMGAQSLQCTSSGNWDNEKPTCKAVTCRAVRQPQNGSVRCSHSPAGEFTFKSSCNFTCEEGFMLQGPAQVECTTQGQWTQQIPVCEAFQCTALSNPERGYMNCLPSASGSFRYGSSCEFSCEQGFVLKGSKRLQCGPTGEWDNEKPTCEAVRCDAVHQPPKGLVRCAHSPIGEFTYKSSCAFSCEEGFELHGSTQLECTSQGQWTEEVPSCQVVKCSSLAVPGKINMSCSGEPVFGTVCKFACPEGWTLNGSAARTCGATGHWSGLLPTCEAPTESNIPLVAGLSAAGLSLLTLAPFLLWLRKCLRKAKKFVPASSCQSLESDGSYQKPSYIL
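Assay system: HUVEC primary endothelial cells. Input: 3,000 HUVEC seeded per well. Doses: one compound dose added by pin transfer. Read-out basis: % PE-positive cells. Benchmarks: TNF-alpha high, DMSO low. Detection: immunofluorescence imaging. Buffer or medium: EGM-2, gelatin.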
EWS-Fli block: EWS/Fli-driven NR0B1 reporter inhibitors, primary screen, A673 cells, NR0B1 luciferase, luminescence, MLPCN library; viability-normalised; inhibition, % at 12.6 µM; actives 0.67% (n = 350,000); AID 651661, 2012;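 active = mean inhibition of at least 50% after viability correction, with every replicate also passing that limit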;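 note: firefly luciferase signal divided by Alamar Blue viability fluorescence both relative to DMSO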
FN deposit inh: inhibitors of fibronectin matrix deposition, primary screen, AH1F cells, Alexa488-fibronectin fluorescence, plate reader | AH1F fibroblasts, overnight | inhibition, % at 12.6 µM | actives 0.086% (n = 350,000) | AID 743247, 2014;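 active = mean inhibition across replicates of 30% or more, regardless of how many single replicates reach that level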;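 note: positive control wells lacked labelled fibronectin entirely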
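material = AH1F fibroblast monolayer depositing Alexa488-labelled fibronectin into matrix | amount = 10000 AH1F cells/well | buffer or medium = DMEM plus 2% serum, read in PBS | incubation = 1 h cell adhesion before compound, then overnight fibronectin incubation | detection = fluorescence at 485 nm excitation, 525 nm emission | evaluation = percent inhibition as loss of matrix-bound fibronectin fluorescence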
RAD54 inh: inhibitors of human RAD54 branch migration, primary screen, biochemical, fluorescence, single point. actives 0.14% (n = 360,000). inhibition, % at 10.4 µM. DNA repair and recombination protein RAD54-like (Homo sapiens), Q92698. RAD54 Holliday junction branch migration, FAM/BHQ fluorescence. AID 602329, 2012;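 active = mean normalized replicate activity at least 40 and at least half of replicates scoring 40 or more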;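 note: 0% = median of neutral control wells and 100% = median of positive control wells; inhibitors cause a drop in the FAM fluorescence signal; in these data hits start at about 50%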
RAD52 inh: RAD52 DNA annealing inhibitors, primary screen, biochemical, FRET, single point, set 2; actives 0.46% (n = 360,000); DNA repair protein RAD52 homolog (Homo sapiens), P43351; inhibition, % at 18.7 µM; recombinant RAD52 DNA annealing, FRET fluorescence;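 active = every replicate showing at least 50% inhibition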
S100A4 inh HTS: inhibitors of S100A4-myosin IIA peptide binding, primary screen, biochemical, fluorescence polarization, TAMRA-MyoIIA peptide. Protein S100-A4 (Homo sapiens), P26447. inhibition, % at 10.7 µM. actives 0.14% (n = 360,000). AID 652163, 2013;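 active = mean inhibition of at least 70% across replicates, with every replicate also reaching that level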
Target sequence (P26447 whole entry, looked up): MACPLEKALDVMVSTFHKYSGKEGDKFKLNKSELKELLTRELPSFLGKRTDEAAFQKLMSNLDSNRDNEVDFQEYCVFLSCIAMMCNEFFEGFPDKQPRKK
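Material: S100A4 monomer protein / Buffer or medium: 50 mM HEPES pH 7.2, 10 mM CaCl2, 100 mM KCl / Times: 5 min incubation before reading / Benchmarks: neutral control DMSO, positive control TFP / Reagent: labelled myosin peptide probe, 5 nM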
esBAF inh: Bmi1 luciferase reporter increase in mESCs, primary screen, esBAF inhibitor project, mouse ES cells, Bmi1 luciferase knock-in, single point. 24 h; 100% = twice the neutral-well signal. reporter increase, % at 12.5 µM. actives 2% (n = 350,000); in the data active = activation above about 40%;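 note: 0% = median of the plate's neutral control wells and 100% = double that signal; a rise in the Bmi1 reporter signal indicates esBAF inhibition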
Xi reactivation: activators of inactive X chromosome reactivation, primary screen, imaging, XiGFP fibroblasts, GFP high-content imaging, set 2; XiGFP mouse fibroblasts, % GFP-positive cells imaging, 3 d; cells co-treated with 5-aza-dC sensitizer; scaled so ellipticine positive control = 100%; activation, % at 7.58 µM; actives 0.055% (n = 360,000);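 active = mean normalized replicate activation at least 10% and every replicate at or above 10%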;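 note: 0% = median of on-plate neutral control wells and 100% = ellipticine 6 µM median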
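System: 68-5-11 XiGFP fibroblast line; Timing: 3 days compound exposure; Compound dosing: one concentration, pinned; Benchmarks: positive control ellipticine, 6 µM final; Buffer or medium: DMEM containing 5-aza-dC.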
* hit, by the source's call; . = no result given. Rows are unselected; 3% or so of the library scored in one or more.

canonical_smiles	E-selectin induc	EWS-Fli block	FN deposit inh	RAD54 inh	RAD52 inh	S100A4 inh HTS	esBAF inh	Xi reactivation
N#C/C(=C\c1c[nH]c2ccccc12)C(=O)NC1CCCC1	1.2	-72.7	2.1	3.8	-28.0	-10.5	21.1	0.0
CN(C(=O)c1cn(C)c2ccccc12)c1ccc(Oc2cccnc2)cc1	0.7	-39.5	2.1	.	-37.5	-0.4	.	0.3
COc1ccc(-n2c(SCC(=O)NC3CCCCC3)nc3ccsc3c2=O)cc1	.	.	5.8	0.4	-1.8	-2.7	5.9	.
COc1ccc(NC(=O)C(=O)NCCC2CCCCN2S(=O)(=O)c2cccs2)cc1 (stereo not given)	.	58.3*	11.8	1.1	-9.8	-2.3	-13.9	0.8
Cc1ccccc1NC(=O)/C(C#N)=C\c1cccnc1	.	-5.6	.	-11.5	-15.1	-6.9	-0.1	.
CCCNC(=O)CSc1ccc(S(=O)(=O)N(C)C2CCCCC2)cn1	-0.3	1.6	7.9	-7.0	-8.0	-1.5	-4.5	0.1
C[C@@H]1CN([C@H](C)CO)C(=O)c2cccc(NC(=O)C3CC3)c2O[C@H]1CN(C)C(=O)Nc1ccc(C(F)(F)F)cc1	-0.6	1.8	.	-10.1	1.7	15.3	0.9	0.0
COCC(=O)N1CCC(Oc2ccc(C(=O)N3CCCCCCC3)cc2)CC1	.	6.1	1.7	-4.8	-11.6	-0.6	.	0.2
CO[C@@H](CN(C)C(=O)c1cnccn1)[C@H](C)CN([C@@H](C)CO)S(=O)(=O)c1ccc(Cl)cc1	0.0	-1.0	-4.4	4.8	-2.0	-8.6	-1.6	4.1
CCOC(=O)c1ccc(Nc2cc(C)nc(-c3ccccc3O)n2)cc1	.	.	.	0.6	-3.8	6.1	2.7	.
COC(=O)c1cccc(NC(=O)CCCN2C(=O)NC3(CCCC3)C2=O)c1	0.4	-10.2	0.3	3.1	1.3	-6.7	.	0.0
CCC1=C(OC(=O)N(CC)CC)N2C(=O)OC(=NCC(=O)OC)[C@]2(Cc2ccccc2)[C@H]2C1=CC[C@H]1C(=O)N(CC(=O)OC)C(=O)[C@H]12	-0.2	-19.3	-1.9	-2.7	-11.1	-0.9	1.7	0.0

Remaining list, next part:
canonical_smiles	E-selectin induc	EWS-Fli block	FN deposit inh	RAD54 inh	RAD52 inh	S100A4 inh HTS	esBAF inh	Xi reactivation
CN(C(=O)c1ccc(NC(=O)Cc2ccc(NC(=O)C3CCN(C(=O)C4CCCC4)CC3)cc2)cc1)C1CC1	22.0	-8.6	-27.1	0.3	-18.5	-2.3	-3.0	0.0
CCOc1ccc(N2C(=O)C3C4C=CC([C@H]5CC45)[C@@H]3C2=O)cc1 (stereo not given in full)	-0.1	-6.6	-4.7	-21.1	15.0	-2.0	20.5	0.0
COC(=O)c1ccccc1NC(=O)N1CCN(Cc2ccco2)CC1	.	0.1	.	0.3	-24.1	-4.1	-18.3	0.5
CCCCN1C(=N)N([C@@H](CCC)CN2CCC[C@H]2CN2C(N)=NC[C@@H]2Cc2ccccc2)C[C@H]1[C@H](C)CC	0.5	8.5	2.4	15.8	34.5	-1.8	.	1.0
C/C(=N/OC(=O)C1CC1c1ccccc1)c1ccccc1 (stereo not given)	.	-4.6	.	.	-8.9	-20.3	.	-1.2
Cc1ccc(C(=O)N2CCN(c3ccccc3F)CC2)cc1NC1=NC2CS(=O)(=O)CC2S1 (stereo not given)	1.6	.	-2.2	16.4	-15.6	-0.5	-2.5	0.2
COc1cccc(C(=O)Nc2ccc3c(c2)C(=O)N(C)[C@@H]2CC[C@H](CC(=O)N[C@H](C)c4ccccc4)O[C@H]2CO3)c1	-0.2	-2.2	3.2	-0.5	-1.4	4.7	-1.1	0.0
Cc1ccc(-c2nc(CSc3nc4ccccc4c(=O)n3C)cs2)cc1	-0.1	11.0	5.4	-7.5	-17.4	-5.5	-13.2	0.0
CC1CCCC(NC(=O)Cn2cc([N+](=O)[O-])ccc2=O)C1C (stereo not given)	.	-1.8	5.4	-3.2	-19.9	-0.6	-3.0	0.1
Nc1nonc1-n1nnc(C(=O)N/N=C/c2ccc(Cl)cc2Cl)c1CN1CCCC1	.	3.3	10.8	-2.0	-0.9	-3.2	-7.6	0.0
CSCCC(=O)N1CCCC(N(C)CCc2ccccc2)C1 (stereo not given)	.	-9.6	-1.1	-4.1	-15.0	-1.7	8.2	0.2
CCC1=C2CC[C@H]3C(=O)NC(=O)[C@H]3[C@H]2[C@@]2(Cc3ccccc3)C(=NCC(=O)OC)OC(=O)N2C1=O	-0.2	-1.7	6.8	14.7	-7.2	3.1	-5.0	-0.3

Record cards (already shown):
Profile of Cc1ccc(C(=O)N2CCN(c3ccccc3F)CC2)cc1NC1=NC2CS(=O)(=O)CC2S1 (stereo not given) : E-selectin induc = 1.6; EWS-Fli block = .; FN deposit inh = -2.2; RAD54 inh = 16.4; RAD52 inh = -15.6; S100A4 inh HTS = -0.5; esBAF inh = -2.5; Xi reactivation = 0.2
Profile of CCOc1ccc(N2C(=O)C3C4C=CC([C@H]5CC45)[C@@H]3C2=O)cc1 (stereo not given in full) : E-selectin induc = -0.1; EWS-Fli block = -6.6; FN deposit inh = -4.7; RAD54 inh = -21.1; RAD52 inh = 15.0; S100A4 inh HTS = -2.0; esBAF inh = 20.5; Xi reactivation = 0.0

(more compounds)
canonical_smiles	E-selectin induc	EWS-Fli block	FN deposit inh	RAD54 inh	RAD52 inh	S100A4 inh HTS	esBAF inh	Xi reactivation
CN1CCN(NC(=O)c2cccc(Br)c2)CC1	1.6	.	5.8	-3.4	.	.	.	-0.1
Cc1noc(C)c1NC(=O)N(C)C[C@@H]1Oc2ccc(NC(=O)Nc3cccc4ccccc34)cc2C(=O)N([C@H](C)CO)C[C@H]1C	-0.1	1.8	.	5.5	-11.6	-5.4	2.2	0.3
C[C@H]1CN([C@@H](C)CO)C(=O)Cc2cc(NC(=O)Nc3ccc(C(F)(F)F)cc3)ccc2O[C@H]1CN(C)Cc1ccncc1	.	.	.	-16.7	4.5	0.4	5.7	0.3
C[C@H](CO)N1C[C@H](C)[C@@H](CN(C)Cc2ccccc2)Oc2ccc(NC(=O)Nc3ccc(C(F)(F)F)cc3)cc2C1=O	0.2	3.2	.	-1.1	-5.3	4.1	-2.7	4.7
O=C1N=C(N2CCN(c3ccccc3)CC2)S/C1=C\c1ccco1	-0.1	-26.6	-4.4	.	-33.4	2.0	.	0.0
COc1ccc(S(=O)(=O)Nc2ccc3c(c2)C(=O)N([C@@H](C)CO)C[C@H](C)[C@H](CN(C)S(=O)(=O)c2cccs2)OCCCC[C@@H](C)O3)cc1	.	0.4	-1.0	-27.6	-7.4	-5.4	6.8	0.1
COc1cc(C(=O)O)cc(NC(=O)c2ccco2)c1OC	.	-1.9	-0.9	.	-5.1	1.8	.	-0.4
O=C1CN(Cc2ccc(F)cc2)C[C@@H]2[C@@H](c3ccc(Br)cc3)[C@H](CO)N12	0.0	-15.3	.	.	13.0	-45.0	.	-0.1
CCOC(=O)C[C@H]1c2ccc(C(F)(F)F)cc2S(=O)(=O)N1C1CCCC1	3.9	-3.3	-8.2	7.0	.	.	-7.3	0.0
O=C(NCCc1ccccc1)C1CCCN1S(=O)(=O)c1cccc2nsnc12 (stereo not given)	-0.1	.	4.2	.	-6.0	-7.5	-6.7	0.0
CCOc1c(OC)cccc1C1CC(=O)Nc2cc(OC)c(OC)cc21 (stereo not given)	1.3	-3.8	3.1	8.1	-35.2	-1.4	3.0	0.2
CCC(=O)Nc1ccc2c(c1)OC[C@@H](C)N(C(=O)c1ccccc1F)C[C@@H](C)[C@@H](OC)CN(C)C2=O	0.0	-6.8	-9.9	2.4	-3.7	-2.5	-3.1	0.1

Quoted from the listing.
RAD52 inh, COc1ccc(S(=O)(=O)Nc2ccc3c(c2)C(=O)N([C@@H](C)CO)C[C@H](C)[C@H](CN(C)S(=O)(=O)c2cccs2)OCCCC[C@@H](C)O3)cc1 = -7.4
S100A4 inh HTS, O=C(NCCc1ccccc1)C1CCCN1S(=O)(=O)c1cccc2nsnc12 (stereo not given) = -7.5
Xi reactivation, CCOc1c(OC)cccc1C1CC(=O)Nc2cc(OC)c(OC)cc21 (stereo not given) = 0.2

(continued)
canonical_smiles	E-selectin induc	EWS-Fli block	FN deposit inh	RAD54 inh	RAD52 inh	S100A4 inh HTS	esBAF inh	Xi reactivation
CN(C)c1ccc(P(=O)(OCc2ccccc2)C(O)c2ccc(Br)cc2)cc1 (stereo not given)	.	18.7	-8.9	-4.0	-10.7	-0.1	-3.9	0.2
Nc1nonc1-n1nnc(C(=O)N/N=C/c2cccc(F)c2)c1CN1CCCCCC1	0.0	-13.8	-3.3	-1.4	-5.1	-0.6	9.0	0.0
O=C(Nc1cccc(S(=O)(=O)N2CCOCC2)c1)c1cccc(S(=O)(=O)N2CCCCC2)c1	-0.2	9.1	-14.2	-14.2	-2.2	-0.8	2.8	0.2
Cc1cc(C)cc(C(=O)NCC(=O)NCCc2c[nH]c3ccccc23)c1	.	46.7	2.6	15.2	-15.5	-18.9	-6.5	.
Cc1cccc(C(=O)Nc2cc(S(=O)(=O)N3CCOCC3)ccc2N2CCCC2)c1	-0.1	15.4	2.9	.	-11.5	-7.7	.	0.0
O=C(CN1CCN(C(=O)C2CCC2)CC1)Nc1ccc(F)cc1	.	1.8	-0.9	-0.3	-4.8	-1.9	-5.8	-0.1
Nc1cc(=O)[nH]c(SCCSc2cc(Cl)ccc2Cl)n1	-0.1	5.5	4.4	-0.8	-6.5	-4.4	-9.1	0.0
CN(Cc1ccccc1)C1CCNCC1	.	5.8	7.7	-3.5	-20.1	-0.3	3.8	-0.1
C[C@H](CO)N1C[C@H](C)[C@H](CN(C)Cc2ccc(C(=O)O)cc2)Oc2ccc(N(C)C)cc2C1=O	-6.1	-13.1	.	.	.	.	3.8	-0.6
COc1ccccc1C(NC(=O)C1CCCCC1)c1c(O)ccc2ccccc12 (stereo not given)	.	1.1	-23.0	.	7.9	-1.6	.	-0.4
CCCCSc1nnc(C)c(=O)[nH]1	.	10.2	.	-0.6	9.8	1.6	-6.8	.
CCS(=O)(=O)N1CCC2(CC1)CN(C(=O)c1ccc(F)cc1)[C@@H](CO)c1[nH]c3cc(OC)ccc3c12	-0.2	-9.4	.	.	0.8	-0.7	.	0.1
C/C=C/c1ccc(OCCCCN(C)Cc2ccccc2)c(OC)c1	.	14.0	-10.2	-1.4	11.5	5.1	-8.8	0.0

Source: PubChem BioAssay
